Compound activity: PubChem, National Center for Advancing Translational Sciences (NCATS)
UDG counterscr – UDG inhibition counter-screen; FRET deamination/UDG coupled assay, UDG read, 4 h; Potency, µM (doses to about 115 µM), for the others: at the top dose activity change, negative = inhibition, usual class: inhibitors; 91,000 compounds, 0.14% hits; AID 1347430; further: nearly all actives have a fitted effect of over 65% in size
AID inh – blocks human AID cytidine deaminase activity; Q9GZX7; AID deamination FRET fluorescence, UDG-coupled, 4 h; Potency, µM (doses to about 115 µM), for the others: at the highest dose activity change, negative = inhibition, most hits filed as inhibitors; 91,000 compounds, 0.32% hits; further: nearly all actives have a fitted effect of over 25% in size
Target sequence (Q9GZX7 whole entry, looked up): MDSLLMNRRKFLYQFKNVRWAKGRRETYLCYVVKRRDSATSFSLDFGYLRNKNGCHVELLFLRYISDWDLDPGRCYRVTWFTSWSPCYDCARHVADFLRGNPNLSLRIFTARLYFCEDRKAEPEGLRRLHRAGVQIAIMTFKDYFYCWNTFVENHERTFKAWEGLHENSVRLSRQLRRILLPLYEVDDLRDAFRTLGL
Active calls of the source: *; ? = inconclusive; & = joins results of further samples; [ ] = dose if it differs, or a comment. The call rests on the fitted dose curve; in most records, active means well fitted curve in the direction sought with a large enough effect; inconclusive means small, poorly fitted or top-dose-only effect, or another doubt; inactive means no such curve, though single readings can be large; an effect the other way counts as inactive or inconclusive. On the % scale 0 is the no-effect control and ±100 the full control effect; potency means the concentration at half of the fitted maximal effect. This is a subset; count on the stated rates, not on these rows.

SMILES	UDG counterscr	AID inh
CCc1ccc(NC(=O)C2=CC(c3cccs3)=NS(=O)(=O)N2C)cc1	18%	-7%
CC(C)OCCCNC(=O)C(=O)Nc1ccc2nc3n(c(=O)c2c1)CCCCC3	-17%[57.5 µM]	-14%
Cc1c(C)n(Cc2ccncc2)c2ncnc(NCc3ccncc3)c12	0%	16%
O=C(c1ccc(Cl)s1)N(Cc1cccnc1)c1nc2c(F)cc(F)cc2s1	-21%	-17%
CCn1cnc2c1c(=O)n(CC(=O)NC1CCS(=O)(=O)C1)c(=O)n2Cc1ccccc1 (stereo not drawn)	-3%	-6%
COc1ccccc1NC(=O)Cn1nc(N2CCN(c3cccc(Cl)c3)CC2)ccc1=O	-13%	-26%
CCc1cc2c(cc3c(=O)n(CC(=O)NC4CCCCC4)nc(CC)n32)s1	1%	9%
Cn1c(=O)c(=O)n(C)c2cc(S(=O)(=O)Nc3ccc(Cl)c(C(F)(F)F)c3)ccc21	3%[57.5 µM]	-23%
COc1ccc(CCNC(=O)CSC2=Nc3ccccc3C3=NC(CCC(=O)NCc4ccccc4)C(=O)N23)cc1OC (stereo not drawn)	-8%	13%
COc1ccc(-c2cc(=O)c3cc(OCC(=O)Nc4ccccc4)ccc3o2)cc1	-3%	-5%
COc1ccc2nc(C)cc(SCC(NC(C)=O)C(=O)OC(C)C)c2c1 (stereo not drawn)	-1%	1%
CC(=O)Nc1ccc(C(=O)COc2ncnc3sc4c(c23)CCC4)cc1	-1%	25%
CN(Cc1ccccc1)c1ncnc2c1nnn2C	23%	2%
O=C(NC1CCCCCCCCCCC1)c1ccncc1	-4%	-5%
COc1ccc(S(=O)(=O)N2CCC(c3ccncc3)CC2)cc1OC	2%	-10%
CCCN1CCN(C(=O)Cn2c(-c3cccs3)cc3ccccc32)CC1	-5%	31%[activator]
CCc1cc2c(cc3c(=O)n(CC(=O)NC4CCC(C)CC4)nc(CC)n32)s1 (stereo not drawn)	-4%	2%
CSc1ccc(/C=C/C(=O)c2cccc(Br)c2)cc1	-15%	-27%
FC(F)(F)c1cccc(-c2noc(CSc3nc4ccccc4o3)n2)c1	-20%	-5%
O/N=C/c1ccccc1OC(F)F	-8%	-2%
O=C(Nc1ccc(F)c(F)c1F)c1ccc(-c2ccccc2)cc1	4%	-8%
Cc1ccc(CNC(=O)CCc2ncc(-c3ccc(Cl)cc3Cl)o2)cc1	6%	10%
C=CCNC(=O)NC(=O)CN(C)CCOc1ccc(Cl)cc1	7%	0%
CCCN(CCC)C(=O)CSc1nc2ccccc2c(=O)n1Cc1ccco1	-16%	-28%

An excerpt of these results, bar-delimited:
structure | UDG counterscr | AID inh
CCc1cc2c(cc3c(=O)n(CC(=O)NC4CCC(C)CC4)nc(CC)n32)s1 (stereo not drawn) | -4% | 2%
CSc1ccc(/C=C/C(=O)c2cccc(Br)c2)cc1 | -15% | -27%
FC(F)(F)c1cccc(-c2noc(CSc3nc4ccccc4o3)n2)c1 | -20% | -5%

Additional compounds
SMILES	UDG counterscr	AID inh
Cc1ccc(CNC(=O)CCNS(=O)(=O)c2ccc3c(c2)CCCC(=O)N3)cc1	6%	-5%
Cc1ccccc1OCC(=O)Nc1ccc2c(c1)nc(Cn1cccn1)n2CC(C)C	2%	-12%
CC(C)C(=O)N1N=C(c2ccc(Cl)cc2)CC1c1ccc2nccnc2c1 (stereo not drawn)	-13%	-10%
CCc1ccc(N2CCn3c2nc2c3c(=O)n(CCCc3ccccc3)c(=O)n2C)cc1	5%	3%
CSc1ccc(CCNC(=O)Cn2ncn3c(cc4ccccc43)c2=O)cc1	2%	-2%
CCN(CC)CC(=O)Nc1c(C)cccc1C	0%	4%
Cc1ccc(NC(=O)C2=C(c3ccccc3)NC(=S)NC2c2ccc(C(C)C)cc2)cc1 (stereo not drawn)	-13%	-11%
N#C/C(=C/c1cccc(NC(=O)c2ccc(Cl)cc2)c1)c1ccccn1	1%	-24%
CC(=O)N(c1nc(C)c(C(=O)Nc2ccc3cc[nH]c3c2)s1)C1CC1	-3%	4%
CC(NC(=O)CCc1ccco1)C1CC2CCC1C2 (stereo not drawn)	-10%	-5%
COc1ccc(CNC(=O)COC(=O)CC2CCCC2)cc1	-1%	7%
O=C(Nc1cccc(OCc2cc(=O)n3ccccc3n2)c1)c1ccccc1Br	6%	17%
COc1cc(OC)c(NC(=O)C2=C(C)C(=O)OC23CCCCCC3)cc1Cl	-7%	4%
COc1ccc(CCNS(=O)(=O)c2ccc3c(c2)c(=O)n(C)c(=O)n3C)cc1OC	5%	0%
NCCOc1ccccc1	-5%	4%
O=C(O)c1cc(C(=O)O)c(C(=O)O)nc1C(=O)O	2%	9%
CCC(CC)C(=O)Nc1ccc(S(=O)(=O)N2CCC(c3nc4ccccc4s3)CC2)cc1	8%	1%
CCOC(=O)c1c(NC(=O)c2cc(-c3ccc(Cl)cc3)on2)sc(C)c1C	-9%	20%
Cc1cc(C)cc(COc2ccc(C(N)=O)cc2)c1	2%	-2%
COc1ccc(CNc2nc(SCc3ccccc3Cl)nc3ccccc23)cc1	-5%[57.5 µM]	?
FC(F)Oc1ccc(C2CC(c3ccc(Br)cc3)n3nnnc3N2)cc1 (stereo not drawn)	-2%	-12%
Fc1ccc(Nc2ncnc3onc(-c4cccc(Cl)c4)c23)c(F)c1	-1%	5%
CC(C)COc1ccc(C(=O)N2CCC(c3nc4ccccc4s3)CC2)cc1	-17%[57.5 µM]	?
CCCCNC(=O)c1cccc(NC(=O)Nc2ccccc2)c1	-3%	-4%
Cc1ccc(C(=O)Nc2cc3cc(Cl)ccc3oc2=O)cc1	-8%	9%
CS(=O)(=O)NC(=O)c1ccc(F)c(F)c1	6%	7%
Cc1ccc(S(=O)(=O)Cc2nc(-c3ccc(C(=O)NCCN4CCCCCC4)cc3)oc2C)cc1	9%	?
CC1CCN(CC2CCN(C(=O)NCc3ccccc3)CC2)CC1	6%	9%
CCN(CC)S(=O)(=O)c1ccc2c(c1)N(CC(=O)N1CCN(c3cccc(OC)c3)CC1)C(=O)CO2	3%	5%
COc1cc2c(cc1NS(=O)(=O)c1cccc(C#N)c1)n(C)c(=O)n2C	-3%	61%[activator]
CCN(CC)C(=O)C1=C(C)Nc2nc3ccccc3n2C1c1cccc(OC)c1 (stereo not drawn)	-14%	-2%
S=C(NCc1ccc(Cl)cc1)Nc1ccc(Nc2ccccc2)cc1	-8%	-14%
CC(=O)N1CCc2cc(S(=O)(=O)NC(Cc3ccccc3)C(=O)Nc3cc(C)ccc3C)ccc21 (stereo not drawn)	11%	1%
CCOc1ccc(NC(=O)c2cc3nc(-c4ccc(OC)cc4)cc(C(F)(F)F)n3n2)cc1	5%[57.5 µM]	49%[activator][57.5 µM]
Cc1ccccc1-c1nn2c(COc3ccccc3)nnc2s1	-5%	-29%
CC(C)c1ccc(/C=N/NC(=O)Cc2cccc3ccccc23)cc1	-7%	-14%
COC(=O)c1cc(/C=C/C(=O)O)oc1C	-1%	0%
Cc1ccc(-c2csc(Nc3ccc(O)cc3)n2)cc1C	-6%	0%
CC(=O)Nc1ccc(NC(=O)CSc2nc3ccccc3nc2N2CCCCC2)cc1	-3%&20%	-6%&12%
Cc1c(C(=O)N(Cc2ccc(N(C)C)cc2)CC2CCCO2)oc2ccc(Br)cc12 (stereo not drawn)	-11%	-18%
CC(C)N(CCCNC(=O)Cn1ncc2c([nH]c3ccccc32)c1=O)Cc1ccccc1	-3%[57.5 µM]	43%[activator]
O=C(OCC1CCCO1)c1cccc(O)c1 (stereo not drawn)	4%	6%
COC(=O)c1c(-c2cccs2)csc1NC(=O)COc1c(C)ccc(C)c1C	-11%	-2%
CCCS(=O)(=O)c1nc(S(=O)(=O)c2ccc(C)cc2)c(NC)s1	0%&0%	-5%&-8%
COc1ccc(C(=O)CSc2nnc3c(=O)n(-c4cc(Cl)ccc4C)ccn23)cc1OC	-1%	-3%
O=C(/C=C/c1ccccc1[N+](=O)[O-])OCC(=O)c1ccccc1F	-6%	2%
N#Cc1nc(COc2ccccc2Cl)oc1NCCc1ccccc1	4%	137%[activator]
Cc1[nH]c2ccccc2c1C(=O)C(C)Sc1ccc2c(c1)OCCCO2 (stereo not drawn)	-5%	-8%

An excerpt of these results, as labelled records:
CCN(CC)C(=O)C1=C(C)Nc2nc3ccccc3n2C1c1cccc(OC)c1 (stereo not drawn)
  UDG counterscr = -14% | AID inh = -2%

CC(C)OCCCNC(=O)C(=O)Nc1ccc2nc3n(c(=O)c2c1)CCCCC3
  UDG counterscr = -17%[57.5 µM] | AID inh = -14%

O=C(Nc1cccc(OCc2cc(=O)n3ccccc3n2)c1)c1ccccc1Br
  UDG counterscr = 6% | AID inh = 17%

COc1ccc2nc(C)cc(SCC(NC(C)=O)C(=O)OC(C)C)c2c1 (stereo not drawn)
  UDG counterscr = -1% | AID inh = 1%

Next section:
SMILES	UDG counterscr	AID inh
CNC(=O)C1CCN(Cc2nnnn2-c2ccccc2)CC1	-5%	-3%
COc1ccc(OCCCCn2c(C3CC(=O)N(c4cccc(Cl)c4)C3)nc3ccccc32)cc1 (stereo not drawn)	?	?
CSc1ccccc1NC(=O)c1ccccc1SC	-6%	-7%
CCn1c(SCC(=O)Nc2ccc3c(c2)OCCO3)nc2c(-c3ccccc3)csc2c1=O	-2%	-9%
Cc1cccc(Oc2ccc(Cl)cc2NC(=O)c2nn(C)c(=O)c3ccccc23)c1	0%	-10%
O=c1oc2cc(OCc3nn[nH]n3)ccc2cc1-c1ccc2ccccc2c1	8%	-6%
COC(=O)c1cc(Oc2nc3ccccc3o2)cc(C(=O)OC)c1	3%	-8%
CC(Sc1nc(-c2ccccc2)c(C#N)c(=O)[nH]1)C(=O)Nc1ccc(F)cc1 (stereo not drawn)	6%	?
Cc1nc2cc(F)ccc2cc1C(=O)N(Cc1cccnc1)C(C)C	-1%	1%
COc1ccc(CCNC(=O)c2ccc3c(c2)sc2nc(-c4ccc(C)cc4)cn23)cc1OC	1%	-9%
O=C1CC(c2nc3ccccc3n2CCCCOc2ccccc2)CN1c1ccccc1Cl (stereo not drawn)	89µM*	?
CCCCNC(=O)Cc1c[nH]c2ccccc12	2%	1%

Entries of single compounds, looked up by structure.
Results for `CNC(=O)C1CCN(Cc2nnnn2-c2ccccc2)CC1` = UDG counterscr: -5%; AID inh: -3%
Results for `COc1ccc(OCCCCn2c(C3CC(=O)N(c4cccc(Cl)c4)C3)nc3ccccc32)cc1` (stereo not drawn) = UDG counterscr: ?; AID inh: ?

(more compounds)
SMILES	UDG counterscr	AID inh
Cc1nn(-c2ccccc2)c(-n2cccc2)c1C(=O)NCCc1ccc(Cl)cc1	-6%	?
O=C(Nc1ccc(-n2cccn2)c(F)c1)C1CCN(C(=O)c2cccs2)CC1	8%	1%
COc1ccc(-c2nc(C)c(CCNC(=O)c3cc(OC)c(OC)c(OC)c3)s2)cc1OC	8%	9%
Cc1c(C(=O)O)sc2ccsc12	2%	15%
COc1ccc(Cl)cc1N=C1NC(=O)CC(C(=O)Nc2ccccc2C(F)(F)F)S1 (stereo not drawn)	-2%	-12%
CCCN(CC(F)(F)F)C(=O)c1[nH]c(C)c(C(=O)OC)c1C	-3%	-6%
CC(=O)N[C@H](C(=O)O)C(C)C	7%	0%
COc1cccc2c1cc1c(=O)n(CC(=O)N3CCN(c4ccccc4F)CC3)nc(C)n12	-11%	-4%
